Compound activity (PubChem)
RAD54 branch = RAD54 (human) branch migration inhibition | Q92698 | RAD54 Holliday junction branch migration, FAM/BHQ fluorescence | inhibition, % at 10.4 µM | 360,000 compounds, 0.14% hits | AID 602329;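 active = mean normalized replicate activity at least 40 and at least half of replicates scoring 40 or more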;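 also: 0% = median of neutral control wells and 100% = median of positive control wells; inhibitors cause a drop in the FAM fluorescence signal; in these data hits start at about 50%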
Target sequence (Q92698 whole entry, looked up): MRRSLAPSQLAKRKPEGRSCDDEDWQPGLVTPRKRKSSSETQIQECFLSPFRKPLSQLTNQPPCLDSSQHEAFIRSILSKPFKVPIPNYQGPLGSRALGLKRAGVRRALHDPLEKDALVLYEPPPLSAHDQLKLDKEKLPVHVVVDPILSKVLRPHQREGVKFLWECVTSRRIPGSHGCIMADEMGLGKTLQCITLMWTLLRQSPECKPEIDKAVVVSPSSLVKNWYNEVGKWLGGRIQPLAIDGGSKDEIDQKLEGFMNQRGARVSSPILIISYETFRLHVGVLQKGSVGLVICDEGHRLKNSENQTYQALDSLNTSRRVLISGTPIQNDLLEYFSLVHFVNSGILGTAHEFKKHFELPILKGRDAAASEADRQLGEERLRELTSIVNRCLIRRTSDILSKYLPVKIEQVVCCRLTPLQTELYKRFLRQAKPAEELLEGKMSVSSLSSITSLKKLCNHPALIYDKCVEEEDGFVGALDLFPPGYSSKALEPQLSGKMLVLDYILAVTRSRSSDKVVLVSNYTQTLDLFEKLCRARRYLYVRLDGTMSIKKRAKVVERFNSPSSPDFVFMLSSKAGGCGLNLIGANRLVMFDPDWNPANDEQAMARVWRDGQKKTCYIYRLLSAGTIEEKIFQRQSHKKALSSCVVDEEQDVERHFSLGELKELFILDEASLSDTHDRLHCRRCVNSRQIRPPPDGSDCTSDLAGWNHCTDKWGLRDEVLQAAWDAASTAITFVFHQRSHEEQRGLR
esBAF inh = SWI/SNF esBAF complex inhibition; mouse ES cells, Bmi1-luciferase knock-in reporter, 24 h; 100% = twice the neutral-well signal; AID 602393; 350,000 compounds, 2% hits; reporter increase, % at 12.5 µM; in the data active = activation above about 40%;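 also: 0% = median of the plate's neutral control wells and 100% = double that signal; a rise in the Bmi1 reporter signal indicates esBAF inhibition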
The depositor's hits bear a star. This is a subset; the hit share may differ from the screen's.

COc1ccc(CCNC(=O)C(=O)NCc2ccccc2)cc1OC was read as RAD54 branch 3 and esBAF inh -1.
Screening O=C(/C=C/c1ccc2c(c1)OCO2)NCCSCc1ccc(Cl)cc1Cl returned RAD54 branch 10 and esBAF inh -16.
`COc1ccc(NC(=O)c2c(F)c(F)c(F)c(F)c2F)cc1Cl` gave RAD54 branch 8 and esBAF inh -3.
Screening O=C(NCCN1CCN(Cc2ccccc2)CC1)C1CC(=O)N(C2CCCC2)C1 (centres undefined) returned RAD54 branch -6 and esBAF inh 2.
O=C(/C=C/c1cccc(Cl)c1)Nc1ccncc1 was read as RAD54 branch 6 and esBAF inh 39.
`CCCC(=O)c1cc(F)c(N2CCN(C(=O)OCC)CC2)cc1C` gave RAD54 branch -13 and esBAF inh 3.
`N#Cc1ccc(N2CCCC2C(=O)O)c([N+](=O)[O-])c1` (centres undefined) gave RAD54 branch -2 and esBAF inh 0.
CCOc1ccc(S(=O)(=O)N(CC(=O)O)c2ccccc2)cc1 was read as RAD54 branch -4 and esBAF inh -6.
`CCC(C)C1/C=C\CC(NC(=O)OCC2c3ccccc3-c3ccccc32)CC(=O)N1Cc1ccccc1` (centres undefined) gave RAD54 branch -12 and esBAF inh 1.
For COc1cccc(N/C(SCc2ccccc2C)=C(/C#N)C(=O)NCc2cccs2)c1 the results were RAD54 branch -7 and esBAF inh 5.
NNC(=O)COc1cccc2cccnc12 was read as RAD54 branch -1 and esBAF inh -6.
`Cc1cccc(NC(=O)CSc2nnc(-c3ccncc3)n2C)c1` gave RAD54 branch -3 and esBAF inh 3.
Screening CCCOc1ccc(N2C(=O)CC(N(CCc3ccc(S(N)(=O)=O)cc3)C(C)=O)C2=O)cc1 (centres undefined) returned RAD54 branch -2 and esBAF inh 2.
Screening Cc1noc(C)c1COc1cccc(C(=O)Nc2ccc(OCc3ccccc3)cc2)c1 returned RAD54 branch 0 and esBAF inh 16.
Screening COc1ccc(CSc2nnc(CNS(C)(=O)=O)o2)cc1 returned RAD54 branch -2 and esBAF inh 25.
`Cc1cccc[n+]1C1C(c2ccccc2)C(C#N)=C(C(=C=[N-])C#N)NC1(O)C1CC1` (centres undefined) gave RAD54 branch -20 and esBAF inh -2.
COc1ccc(S(=O)(=O)N(CCc2ccccc2)CC(=O)O)cc1OC was read as RAD54 branch -2 and esBAF inh 0.
For COc1ccc(OCc2nc(N)nc(Nc3cccc(C)c3C)n2)cc1 the results were RAD54 branch -2 and esBAF inh 13.
For CCCOc1ccc(N2C(=O)CC(N3CCC(C(=O)OCC)CC3)C2=O)cc1 (centres undefined) the results were RAD54 branch 3 and esBAF inh 5.
Screening O=C(Nc1ccccc1)O/N=C(\c1ccccc1)c1ccccn1 returned RAD54 branch 6 and esBAF inh 17.
`O=C(OCCCC(=O)N1CCOCC1)c1ccccc1` gave RAD54 branch 4 and esBAF inh 0.
For CC1Cc2ccccc2N1C(=O)c1cc2sccc2n1Cc1ccccc1 (centres undefined) the results were RAD54 branch 4 and esBAF inh -2.
`Clc1ccc(-c2nnc(-c3ccccc3Cl)o2)cc1` gave RAD54 branch 4 and esBAF inh -10.
CCOCCCNC(=O)C(c1ccc(C)cc1)N(Cc1ccc2c(c1)OCO2)C(=O)CNC(C)=O (centres undefined) was read as RAD54 branch -1 and esBAF inh -1.
`CN(C)C=Nc1nonc1-c1ncn[nH]1` gave RAD54 branch 0 and esBAF inh -8.
`COc1cccc(N2CCN(C(=O)c3ccc(N4C(=O)NC5CC4(C)Oc4ccccc45)cc3)CC2)c1` (centres undefined) gave RAD54 branch -2 and esBAF inh -5.
COc1ccc(-c2cc(C(F)(F)F)c(C#N)c(SCC(=O)Nc3ccc(C)cc3)n2)cc1 was read as RAD54 branch 6 and esBAF inh -12.
Screening Cc1cc2oc(C(=O)N(Cc3ccco3)C3CCS(=O)(=O)C3)cc(=O)c2cc1Cl (centres undefined) returned RAD54 branch -1 and esBAF inh -4.
Screening NC(=O)c1ccc(-n2nnnc2SCc2ccccc2)cc1 returned RAD54 branch 0 and esBAF inh -3.
For COC(=O)C1=C(CSc2nncn2C)NC(=O)NC1c1cc(C)ccc1C (centres undefined) the results were RAD54 branch -6 and esBAF inh 0.
`Cc1cc(C(=O)OCC(=O)NC2CCS(=O)(=O)C2)c(C)n1-c1ccccc1` (centres undefined) gave RAD54 branch -5 and esBAF inh 4.
CCOC(=O)NCc1ccc(S(=O)(=O)Nc2ccccc2C)cc1 was read as RAD54 branch 4 and esBAF inh 3.
Clc1ccc(OCCCNCc2ccccc2)c(Br)c1 was read as RAD54 branch 1 and esBAF inh 0.
For Cc1ccc(NS(=O)(=O)N(C)C)cc1 the results were RAD54 branch 1 and esBAF inh 1.
`C=CCn1c(SCn2nnc3ccccc3c2=O)nnc1-c1ccc(Cl)cc1` gave RAD54 branch -4 and esBAF inh -8.
For COc1ccc(OC)c(NC(=O)c2c(NC(=O)CNCc3ccco3)sc3c2CCC3)c1 the results were RAD54 branch 1 and esBAF inh 8.
CCOc1ccc(/C(O)=C2/C(=O)C(=O)N(CCCn3ccnc3)C2c2cccs2)cc1Cl (centres undefined) was read as RAD54 branch -12 and esBAF inh 56*.
O=C(NC(Cc1ccccc1)C(=O)N1CCN(c2ccccn2)CC1)c1ccco1 (centres undefined) was read as RAD54 branch 0 and esBAF inh 0.
Screening Nc1nc(COc2ccc3ccccc3c2)cs1 returned RAD54 branch -2 and esBAF inh 59*.
Screening CC(C)NS(=O)(=O)c1ccc(OCC(=O)Nc2ccc3c(c2)OCO3)c(Cl)c1 returned RAD54 branch 3 and esBAF inh 5.
For Cc1cc(C)n2c(SCC(=O)Nc3cc(C)on3)nnc2n1 the results were RAD54 branch 1 and esBAF inh 0.
Screening Cn1c(=O)n(-c2ccccc2)c(=O)c2c3c(sc21)COC(C)(C)C3 returned RAD54 branch -9 and esBAF inh -3.
`c1ccc(Nc2cccc(Nc3ccccc3)n2)cc1` gave RAD54 branch -9 and esBAF inh 59*.
CCC(c1nnnn1C1CCCCC1)N1CCN(C2CCCC2)CC1 (centres undefined) was read as RAD54 branch 2 and esBAF inh -3.
Screening CCN(CC)S(=O)(=O)C1CCS(=O)(=O)C1 (centres undefined) returned RAD54 branch -4 and esBAF inh 3.
Cn1c(C(C#N)/C(=N\S(=O)(=O)c2cccs2)c2ccccc2)nc2ccccc21 (centres undefined) was read as RAD54 branch -4 and esBAF inh 3.
COc1ccc(S(=O)(=O)N2CCC(C(=O)Nc3nnc(CCN4CCCCC4)s3)CC2)cc1 was read as RAD54 branch -6 and esBAF inh 7.
`CCN(CCO)Cc1csc2ccc(Br)cc12` gave RAD54 branch 4 and esBAF inh 3.
For CCCCC(=O)Nc1ccc(NC(=O)c2cccnc2)cn1 the results were RAD54 branch 3 and esBAF inh -4.
Screening O=C(C1CCN(c2nnnn2-c2ccccc2)CC1)N1CCN(c2ccccc2)CC1 returned RAD54 branch 4 and esBAF inh -6.
NC(=O)c1sc2nc(N3CCCCC3)c3c(c2c1N)CCCC3 was read as RAD54 branch -4 and esBAF inh -3.
For Cc1cc(C)cc(NC(=O)C2CCN(c3nccs3)CC2)c1 the results were RAD54 branch -8 and esBAF inh -12.
`CC(=O)Nc1sc(C)c(C)c1C(=O)Nc1ccc(C)cc1` gave RAD54 branch -1 and esBAF inh 7.
`Cc1ccc2c(c1)CCCN2C(=O)c1ccoc1C` gave RAD54 branch -7 and esBAF inh 6.
Screening O=S1(=O)CC(O)C(NCc2ccco2)C1 (centres undefined) returned RAD54 branch -14 and esBAF inh -14.
COc1ccc(-c2nc(N)ncc2-c2csc(C)n2)c(O)c1 was read as RAD54 branch 0 and esBAF inh 8.
`CCN1C(=O)/C(=C2\C=Cc3cc(C)ccc3N2CC)OC1=S` gave RAD54 branch -5 and esBAF inh 3.
Screening COc1ccc(C(NC(=O)C2CCN(CCCc3ccccc3)CC2)c2ccccn2)cc1 (centres undefined) returned RAD54 branch -3 and esBAF inh -5.
CC(=O)Nc1cccc(NC(=O)CSc2nnnn2C(C)C)c1 was read as RAD54 branch -14 and esBAF inh 1.
Screening Cc1cc(NC(=O)C(=O)NCCN2CCN(C(=O)c3cccs3)CC2)ccc1Br returned RAD54 branch -14 and esBAF inh 1.
For CCC(C(=O)NC1CCCC1)N(Cc1ccco1)C(=O)Cn1nnc(-c2ccc(C)cc2)n1 (centres undefined) the results were RAD54 branch -6 and esBAF inh 4.
For COCCOC(=O)C(C#N)c1nc2ccccc2nc1N1CCCC1 (centres undefined) the results were RAD54 branch -10 and esBAF inh -6.
`O=C(Cn1cccc1C(=O)c1ccccc1)NCc1ccco1` gave RAD54 branch -3 and esBAF inh -4.
Cc1ccccc1Cn1cc(NC(=O)c2cc(-c3cccs3)on2)cn1 was read as RAD54 branch -2 and esBAF inh -5.
For FC(F)(F)C1CC(c2cccs2)Nc2ncnn21 (centres undefined) the results were RAD54 branch 9 and esBAF inh -6.
For CCCc1oc2c(c(=O)c1CC)C(=O)CC(C)(C)C2 the results were RAD54 branch -35 and esBAF inh -5.
`Cc1ccc(C)c2c1[nH]c1ccccc12` gave RAD54 branch -3 and esBAF inh -10.
`COc1cccc2cc(C(C)N(CCCN3CCOCC3)C(=O)Nc3ccc(Cl)cc3)oc12` (centres undefined) gave RAD54 branch -1 and esBAF inh 2.
Screening c1coc(CN2CCN(C(c3cccs3)c3nnnn3C3CCCC3)CC2)c1 (centres undefined) returned RAD54 branch 5 and esBAF inh 14.
For CC(O)Cc1nsc(NC(=O)c2ccc(Br)o2)n1 (centres undefined) the results were RAD54 branch 4 and esBAF inh 12.
`CCOc1cc(CNC(=O)CN2C(=O)c3ccccc3S2(=O)=O)ccc1OC` gave RAD54 branch 4 and esBAF inh -4.
`S=C(NCCN1CCOCC1)Nc1cccc(Cl)c1` gave RAD54 branch 4 and esBAF inh -7.
O=C1CC(=O)C(n2cncn2)C(c2c(F)cccc2Cl)C1 (centres undefined) was read as RAD54 branch -2 and esBAF inh -9.
For COc1ccc(S(=O)(=O)NCC(=O)N(CC(=O)NCC2CCCO2)c2c(C)cccc2C)cc1 (centres undefined) the results were RAD54 branch 6 and esBAF inh 2.
For c1ccc(-n2nnnc2-n2ccnc2)cc1 the results were RAD54 branch -1 and esBAF inh -11.
Screening Cc1ccc(-c2cc(C(F)(F)F)n3nc(C(=O)NCCCn4ccnc4)cc3n2)cc1C returned RAD54 branch 12 and esBAF inh -7.
For Cc1cc2cc(CCNC(=O)c3ccc(Br)o3)c(=O)[nH]c2cc1C the results were RAD54 branch -7 and esBAF inh 3.
O=[N+]([O-])c1ccc(C(O)C[n+]2ccccc2)cc1 (centres undefined) was read as RAD54 branch 1 and esBAF inh -4.
COc1ccc(CCNC(=O)CSc2nnc(Cc3csc(N)n3)n2C)cc1OC was read as RAD54 branch 0 and esBAF inh 5.
O=S(=O)(c1ccc(S(=O)(=O)N(Cc2cccs2)CC2CCCO2)cc1)N1CCCCC1 (centres undefined) was read as RAD54 branch -11 and esBAF inh 2.
`O=c1ccc(Cc2ccccn2)n[nH]1` gave RAD54 branch 14 and esBAF inh -8.
For CCC(C)(C)n1nnnc1CN1CCC(NC(=O)c2ccccc2C)CC1 the results were RAD54 branch 9 and esBAF inh 0.
Screening CCOC(=O)CCCSc1nc(-c2ccc3c(c2)OCO3)cc(C(F)(F)F)c1C#N returned RAD54 branch 3 and esBAF inh -10.
`O=C(O)Cn1nc2ccccc2n1` gave RAD54 branch -5 and esBAF inh -4.
Screening O=C1CC(Cc2ccccc2)C(=O)N1Cc1ccco1 (centres undefined) returned RAD54 branch 1 and esBAF inh 0.
For CCCOc1ccc2c3c(c(=O)oc2c1OCCC)CCC3 the results were RAD54 branch -5 and esBAF inh 9.
Screening Nc1cccc(-c2cn3cc(C(F)(F)F)cc(Cl)c3n2)c1 returned RAD54 branch -1 and esBAF inh -37.
`COC(=O)Nc1ccc(S(=O)(=O)N2CCC(Cc3ccccc3)CC2)cc1` gave RAD54 branch 5 and esBAF inh -9.
Screening COc1ccc(C(C(=O)NC2CCCCC2)N2CCC3(CC2)OCCO3)cc1 (centres undefined) returned RAD54 branch 1 and esBAF inh 5.
For CCN(CC)S(=O)(=O)c1cc(C(=O)Nc2cccnc2)ccc1Cl the results were RAD54 branch 2 and esBAF inh 6.

2 records picked at random from those above:
For COc1cccc(N/C(SCc2ccccc2C)=C(/C#N)C(=O)NCc2cccs2)c1 the results were RAD54 branch -7 and esBAF inh 5.
`COC(=O)Nc1ccc(S(=O)(=O)N2CCC(Cc3ccccc3)CC2)cc1` gave RAD54 branch 5 and esBAF inh -9.

Of the compounds above, these have a furan ring, fused or not:
Screening Cc1cc2oc(C(=O)N(Cc3ccco3)C3CCS(=O)(=O)C3)cc(=O)c2cc1Cl (centres undefined) returned RAD54 branch -1 and esBAF inh -4.
For COc1ccc(OC)c(NC(=O)c2c(NC(=O)CNCc3ccco3)sc3c2CCC3)c1 the results were RAD54 branch 1 and esBAF inh 8.
O=C(NC(Cc1ccccc1)C(=O)N1CCN(c2ccccn2)CC1)c1ccco1 (centres undefined) was read as RAD54 branch 0 and esBAF inh 0.
`Cc1ccc2c(c1)CCCN2C(=O)c1ccoc1C` gave RAD54 branch -7 and esBAF inh 6.
Screening O=S1(=O)CC(O)C(NCc2ccco2)C1 (centres undefined) returned RAD54 branch -14 and esBAF inh -14.
For CCC(C(=O)NC1CCCC1)N(Cc1ccco1)C(=O)Cn1nnc(-c2ccc(C)cc2)n1 (centres undefined) the results were RAD54 branch -6 and esBAF inh 4.
`O=C(Cn1cccc1C(=O)c1ccccc1)NCc1ccco1` gave RAD54 branch -3 and esBAF inh -4.
`COc1cccc2cc(C(C)N(CCCN3CCOCC3)C(=O)Nc3ccc(Cl)cc3)oc12` (centres undefined) gave RAD54 branch -1 and esBAF inh 2.
Screening c1coc(CN2CCN(C(c3cccs3)c3nnnn3C3CCCC3)CC2)c1 (centres undefined) returned RAD54 branch 5 and esBAF inh 14.
For CC(O)Cc1nsc(NC(=O)c2ccc(Br)o2)n1 (centres undefined) the results were RAD54 branch 4 and esBAF inh 12.
For Cc1cc2cc(CCNC(=O)c3ccc(Br)o3)c(=O)[nH]c2cc1C the results were RAD54 branch -7 and esBAF inh 3.
Screening O=C1CC(Cc2ccccc2)C(=O)N1Cc1ccco1 (centres undefined) returned RAD54 branch 1 and esBAF inh 0.
